TRHR ag = activates the human TRH receptor; activation, % at 2 µM; TRHR cells, calcium flux fluo-8, FDSS agonist mode; actives 0.18% (n = 360,000); in the data active = activation above about 30%; also: 0% is about no effect
Target sequence (P34981 whole entry, looked up): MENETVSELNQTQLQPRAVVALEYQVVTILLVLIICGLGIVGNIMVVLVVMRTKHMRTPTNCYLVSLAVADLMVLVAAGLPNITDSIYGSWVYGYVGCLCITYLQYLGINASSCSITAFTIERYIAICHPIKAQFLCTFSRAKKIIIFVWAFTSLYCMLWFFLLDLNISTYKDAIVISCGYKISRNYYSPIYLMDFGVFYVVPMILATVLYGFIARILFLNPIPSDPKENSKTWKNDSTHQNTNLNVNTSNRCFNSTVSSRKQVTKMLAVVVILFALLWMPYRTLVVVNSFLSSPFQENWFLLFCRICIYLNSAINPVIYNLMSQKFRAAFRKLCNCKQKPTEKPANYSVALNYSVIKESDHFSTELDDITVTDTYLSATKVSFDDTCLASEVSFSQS
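Fluo-8-loaded TRHR cells; 10 s baseline, compound added, kinetic Ca2+ fluorescence read 1/s, agonist mode.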
TRHR PAM = TRH receptor (human) allosteric enhancement. actives 0.66% (n = 360,000). TRHR cells, fluo-8 calcium fluorescence, EC20 TRH enhancement. P34981. enhancement, % at 2 µM; in the data active = enhancement above about 30%; also: 0% is about no effect
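Enhancer read-out: after compound pinning and an initial kinetic agonist-mode read, an EC20 of TRH (10 nM final) was injected and fluo-8 calcium signal (Ex 480/Em 530) followed at 1 s/cycle for 100 cycles in TRHR-expressing cells.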
RXFP1 ag = agonists of human relaxin receptor RXFP1. Q9HBX9. HEK293T-RXFP1 cAMP TR-FRET, 30 min; response scale: percent of porcine relaxin response, buffer zero. Potency, µM (titrated, usually from 57.5 µM), without a hit: at the top dose activation, usual class: activators. actives 0.3% (n = 370,000). AID 2676; also: potency is read from the fitted curve at half-maximal effect; % is scaled to controls: 0 for no effect and ±100 for the full control effect; nearly all actives have a fitted effect of over 60% in size; many of its hits are not listed in these tables
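HEK293T cells stably expressing RXFP1 were pretreated with the PDE4 inhibitor Ro 20174, exposed to compounds for 30 min at 37C, lysed, and cAMP was read by TR-FRET. Data normalized to buffer (basal) and 29 nM porcine relaxin (100%).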
D2 PAM = D2 dopamine receptor (human) potentiation. P14416. actives 0.34% (n = 340,000). potentiation, % at 10 µM. AID 485347. HEK293 T-REx D2, calcium flux, EC20 dopamine potentiation;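 active = potentiation over 3 SD above the plate norm, cut at about 30% in these data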; also: 0% is about no effect
Target sequence (P14416 whole entry, looked up): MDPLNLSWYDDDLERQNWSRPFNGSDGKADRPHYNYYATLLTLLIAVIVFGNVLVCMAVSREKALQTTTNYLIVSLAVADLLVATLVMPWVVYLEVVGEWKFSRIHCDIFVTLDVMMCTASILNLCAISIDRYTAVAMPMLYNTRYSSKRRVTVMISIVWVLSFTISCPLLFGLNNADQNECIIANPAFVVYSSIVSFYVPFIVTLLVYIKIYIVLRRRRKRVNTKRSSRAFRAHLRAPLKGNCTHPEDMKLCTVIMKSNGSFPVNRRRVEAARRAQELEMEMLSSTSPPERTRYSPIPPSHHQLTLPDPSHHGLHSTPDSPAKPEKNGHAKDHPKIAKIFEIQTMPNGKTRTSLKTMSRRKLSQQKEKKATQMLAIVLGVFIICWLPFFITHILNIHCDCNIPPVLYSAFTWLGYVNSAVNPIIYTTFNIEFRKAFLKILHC
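Potentiation of an EC20 dopamine calcium response measured kinetically over 180 s, after a preceding 180 s compound-only read flagging agonists. Cells: inducible Hek293 Trex D2 line, 4000/well, cultured overnight at 30 C before dye loading.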
RXFP1 antag = blocks the human relaxin receptor RXFP1; HEK293-RXFP1, relaxin-stimulated cAMP HTRF, 30 min; hits give low values; activity change, negative = inhibition, % at 57.5 µM; actives 0.59% (n = 350,000); AID 1259400;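 active = activity change of -60% or lower, but not beyond a set lower limit; inconclusive = change between -60% and -40%, or beyond the set limit; inactive = change above -40%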; also: % is scaled to controls: 0 for no effect and ±100 for the full control effect
Anesthetic bind = candidate novel general anesthetic via apoferritin binding; apoferritin/1-aminoanthracene competitive binding, fluorescence; Potency, µM (highest dose often 77.5 µM), without a hit: at the highest dose activity change, negative = displacement, hits mostly inhibitors; actives 0.074% (n = 350,000); AID 485281; also: potency is read from the fitted curve at half-maximal effect; % is scaled to controls: 0 for no effect and ±100 for the full control effect; nearly all actives have a fitted effect of over 20% in size
Target sequence (P02791 2-175 limits assumed): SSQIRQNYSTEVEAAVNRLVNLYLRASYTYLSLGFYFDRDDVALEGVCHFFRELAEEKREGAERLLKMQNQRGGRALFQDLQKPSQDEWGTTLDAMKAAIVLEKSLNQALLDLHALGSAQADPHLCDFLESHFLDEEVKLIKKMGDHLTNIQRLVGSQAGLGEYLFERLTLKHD
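Steps: apoferritin (10 uM) was premixed with half-saturated 1-AMA in PBS, compounds were pin-transferred, plates stood 10 min at room temperature, fluorescence was read at 380/535 nm, and curves were fitted with a Hill equation.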
D1 potentiator = enhances dopamine response at the human D1 receptor. actives 0.036% (n = 360,000). HEK293 TREx D1 cells, calcium flux, dopamine EC20 potentiation. potentiation, % at 10 µM. P21728; in the data active = potentiation above about 30%; also: 0% is about no effect
D1 agonist = agonists of human D1 dopamine receptor; P21728; HEK293 T-REx D1 cells, calcium flux, agonist mode; activation, % at 2 µM; actives 1% (n = 360,000); in the data active = activation above about 30%; also: 0% is about no effect
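Tetracycline-induced HEK293 TREx D1 cells, force-coupled to calcium signalling, were dye-loaded with a no-wash calcium kit. Compound was pin-added after a 10 s baseline. Fluorescence was read kinetically at 1 cycle/s for 180 s, with calcium rises flagged as agonism.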
D1 antag = antagonists of human D1 dopamine receptor | P21728 | actives 3.2% (n = 360,000) | HEK293 TREx D1 cells, calcium flux, dopamine EC80; hits give low values | activity change, negative = inhibition, % at 10 µM; in the data active = activity change below about -30%; also: % is scaled to controls: 0 for no effect and ±100 for the full control effect
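Allosteric or orthosteric antagonism assessed as attenuation of the calcium response to EC80 dopamine, added 180 s after compound, in induced HEK293 Trex D1 cells loaded with no-wash calcium dye.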
The depositor's hits bear a star; ? = inconclusive; / = no result given; [ ] = another dose, or the depositor's remark. Unless noted, calls follow the shape of the dose curve; as a rule, active = well fitted curve in the direction sought with a large enough effect; inconclusive = small, poorly fitted or top-dose-only effect, or another doubt; inactive = no such curve, though single readings can be large; an effect the other way counts as inactive or inconclusive. Only part of the results is shown; count on the stated rates, not on these rows.

compound	TRHR ag	TRHR PAM	RXFP1 ag	D2 PAM	RXFP1 antag	Anesthetic bind	D1 potentiator	D1 agonist	D1 antag
COc1ccccc1/C=C/C(=O)OCC(=O)NNC(=O)c1ccccc1	-0.2	4	0.6%	5	/	-17%	6	-1	2
Cc1nc2ccc(NC(=O)c3ccc(C)c(S(=O)(=O)N4CCOCC4)c3)cc2s1	0.0	6	-0.7%	6	-9	/	-1	0	12
Cc1nc(Oc2ccc(Cl)cc2)c2oc3ccccc3c2n1	0.5	-7	0.6%	0	1	-10%	-3	2	-9
CCS(=O)(=O)N1CCC(C(=O)Oc2ccccc2)CC1	0.0	-5	-1.5%	-8	-2	2%	-5	-3	49
CC(C)[C@H](NC(N)=O)C(=O)NCCc1ccc(Cl)cc1Cl	-0.1	24	0.6%	2	2	-10%	-1	2	7
CC1C2(C)OCC(C#N)(C(=N)O2)C1(C#N)C#N (centres undefined)	0.7	13	1.2%	-6	/	79%[activator]	-1	1	19
CC(=O)Nc1ccc(NC(=O)/C=C/c2cccc(C(F)(F)F)c2)cc1	-0.7	6	-0.4%	12	1	4%	-2	1	-10
COc1ccccc1-n1c(SCC(N)=O)nnc1-c1ccccc1	-0.3	8	-1.6%	1	-1	13%	-11	4	2
CCN1C(=O)c2cccc3c(S(=O)(=O)N4CCCC4C(=O)O)ccc1c23 (centres undefined)	0.4	8	5.8%	12	5	146%[activator]	0	5	4
N#CC(C#N)=c1ccc2c(c1)NC1(CCCCC1)N=2	0.5	-3	-13%	-5	/	?	0	6	12
CCN(c1ccccc1)S(=O)(=O)c1ccc(C(=O)NCCCn2ccnc2)cc1	0.0	-6	-0.6%	12	18	-17%	-5	9	-5
Cc1cc(-c2cccnc2)c(C#N)c(SCC#N)n1	0.2	-12	6.4%	8	10	-13%	1	0	17
Cc1ccc(-c2nnn3c2nc(NCCc2ccccc2)c2ccccc23)cc1	-0.4	3	9.1%	12	/	4%	-2	1	4
CCN1CCN(C(=S)c2ccc(OC)cc2)CC1	0.6	-3	2.3%	-13	4	-4%	0	-2	12
Cc1ccc(-n2nc3c(N4CCC(C(=O)NC5CCCCC5)CC4)nnc(C)c3c2C)cc1	-1.1	2	-1.5%	-5	-11	-8%	-1	5	3
O=C(COc1ccccc1)NS(=O)(=O)c1ccc(Cl)cc1	0.0	4	-0.4%	7	1	-1%	4	2	8
O=C(CN1CCN(S(=O)(=O)c2ccccc2Cl)CC1)NCC1(N2CCOCC2)CCCCC1	-0.3	-3	-0.5%	4	-14	/	-2	3	-3
COc1ccc(C(CC(=O)Nc2ccc(C)c(C)c2)N2Cc3ccccc3C2=O)cc1OC (centres undefined)	0.1	1	-1.2%	7	/	-3%	-1	1	1
CCCCN(C(=O)CNC(=O)c1ccco1)C(C(=O)NC1CCCC1)c1ccc(OC)cc1 (centres undefined)	-0.4	-8	-0.8%	-3	8	-15%	-1	3	6
CC(C)(C)Nc1nc(SCC(=O)Nc2ccccc2Cl)nc(N2CCOCC2)n1	-0.4	-14	-0.9%	4	-26	-3%	-5	1	-4
CCc1cccc(NC(c2ccccc2)c2nnc(-c3ccccc3F)o2)c1 (centres undefined)	0.1	14	-1.2%	-8	-22	-6%	0	2	7
Cc1[nH][nH]c(=O)c1C(c1ccc(O)c([N+](=O)[O-])c1)c1c(C)[nH][nH]c1=O	0.5	-12	-1.8%	2	-4	2%	-6	-1	1
O=C(N/N=C/c1cccc([N+](=O)[O-])c1)c1ccc2c(c1)OCCO2	0.9	-1	0.9%	-5	-4	-11%	-5	0	4
O=C(COc1ccccc1Cl)NCC1(N2CCOCC2)CCCCC1	-3.0	1	-0.7%	-20	?	50%[activator]	0	-3	-3
CCOC(=O)C(=O)N1CCN(c2ccccc2OC)CC1	-0.1	1	-0.9%	12	-19	-4%	0	-1	8
Cc1cc2nc(NC3=NCN(Cc4ccc5c(c4)OCO5)CN3)nc(C)c2cc1C	0.3	0	1.0%	-6	/	-23%	0	4	5
O=C(N/N=C/c1ccc(F)cc1)c1cc(-c2ccco2)nc2ccccc12	-0.3	-5	0.5%	-3	-18	-11%	0	0	-4
OC1C[N+]2(CCCCC2)C1	0.5	-3	1.4%	5	0	1%	-2	0	9
O=C(Nc1c2c(nn1-c1ccc([N+](=O)[O-])cc1)CS(=O)(=O)C2)c1cccs1	0.3	14	1.5%	-14	-14	-8%	-5	13	7
CN1CCN(S(=O)(=O)c2cccc(C(=O)NC3CCCc4ccccc43)c2)CC1 (centres undefined)	1.6	-2	0.6%	-9	-10	-21%	-7	7	-3
O=C1Nc2ccccc2C12NCCc1c2[nH]c2ccccc12 (centres undefined)	0.3	-8	-1.5%	0	-1	-11%	-4	-1	/
COc1ccc(NC(=O)CCNC(=O)Cn2cnc3ccccc3c2=O)cc1OC	0.3	-9	1.2%	0	6	7%	-3	0	0
COc1ccc(S(=O)(=O)NCc2cc(=O)n(C)c(=O)n2C)cc1F	0.5	7	30%	8	27	2%	-2	3	-13
CC(C)Cc1nnc(NC(=O)CCC(=O)NC2CCCC2)s1	-0.1	0	2.9%	3	-2	-2%	-2	1	-3
CCCc1cc(C(=O)Nc2ccn(Cc3ccc(C)cc3)n2)no1	-0.3	-4	-0.6%	0	-5	-18%	0	3	6
Cc1cccc(Nc2ncccc2C(=O)O)c1C	-1.1	-2	-1.7%	-3	/	-10%	0	-1	-26
CCCCN1CNC(=S)N(c2cc(C)ccc2C)C1	-0.5	5	-2.5%	23	-1	-8%	1	1	3
Cc1sc2nc(CN3CCCCC3)nc(Nc3ccc4c(c3)OCCO4)c2c1C	-2.3	-2	-2.5%	-21	-1	-4%	0	0	2
CC(CCc1ccccc1)NC(=O)C(=O)N1CCOCC1 (centres undefined)	-0.6	-1	-0.2%	-9	-13	-1%	-5	1	8
CC(C)c1nnc(SCC(=O)N2CCN(C(=O)c3ccco3)CC2)n1N	0.7	-5	-0.2%	-4	-27	-5%	0	1	-5

A second format for 5 compounds above.
Every second line gives: TRHR ag | TRHR PAM | RXFP1 ag | D2 PAM | RXFP1 antag | Anesthetic bind | D1 potentiator | D1 agonist | D1 antag
N#CC(C#N)=c1ccc2c(c1)NC1(CCCCC1)N=2
  0.5 | -3 | -13% | -5 | / | ? | 0 | 6 | 12
CCN(c1ccccc1)S(=O)(=O)c1ccc(C(=O)NCCCn2ccnc2)cc1
  0.0 | -6 | -0.6% | 12 | 18 | -17% | -5 | 9 | -5
Cc1cc(-c2cccnc2)c(C#N)c(SCC#N)n1
  0.2 | -12 | 6.4% | 8 | 10 | -13% | 1 | 0 | 17
Cc1ccc(-c2nnn3c2nc(NCCc2ccccc2)c2ccccc23)cc1
  -0.4 | 3 | 9.1% | 12 | / | 4% | -2 | 1 | 4
CCN1CCN(C(=S)c2ccc(OC)cc2)CC1
  0.6 | -3 | 2.3% | -13 | 4 | -4% | 0 | -2 | 12

Additional results follow.
compound	TRHR ag	TRHR PAM	RXFP1 ag	D2 PAM	RXFP1 antag	Anesthetic bind	D1 potentiator	D1 agonist	D1 antag
COC(=O)c1ccc(NC(=O)CCn2cccc2)cc1	-0.2	-1	0.9%	2	-7	-16%	-10	2	-5
CCc1cccc(C)c1NC(=O)CN1CCCN(Cc2ccccc2Cl)S1(=O)=O	-0.3	-6	-0.5%	-2	-13	-11%	2	6	13
CC(C)C(=O)Nc1ccc(NC(=O)c2cccc3c(Br)cccc23)cc1	1.1	3	6.8%	10	-10	8%	-3	1	9
CCCC1CCC(=NNC(=O)CNc2ccc(OC)cc2)CC1 (centres undefined)	-0.2	0	-0.9%	-5	3	-6%	1	1	-1
COC(=O)c1c(C)nc2ccccc2c1-c1ccccc1	1.0	1	1.9%	11	-11	?	5	-1	-7
Cc1ccc(NC(=O)/C(=C/c2cccc(Br)c2)NC(=O)c2ccco2)cc1	0.0	1	0.7%	-17	-37	-6%	0	1	6
CCOC(=O)N1CCC(NC(=O)C2CCCN2C(=O)OCc2ccccc2)CC1 (centres undefined)	-0.3	-5	2.2%	-1	-5	-4%	-3	2	0
CCC(C)NC(=O)COC(=O)c1oc2ccccc2c1CSc1ccc(Cl)cc1 (centres undefined)	0.3	0	1.3%	3	0	-12%	-6	5	-1
Cc1cccc(-n2nnnc2SCC(=O)N(CC(C)C)c2c(N)n(CC(C)C)c(=O)[nH]c2=O)c1	0.2	-2	1.9%	3	5	-4%	-3	3	10
O=C(Nc1ccccc1-c1ccccc1)C12CC3CC(CC(C3)C1)C2	0.1	1	2.2%	-1	-12	-14%	2	0	12
O=C(C1=C(O)C(=O)N(CCCn2ccnc2)C1c1ccc(F)cc1)c1ccco1 (centres undefined)	-0.7	-3	?	5	/	-7%	-1	1	-3
CCOC(=O)c1ccc(N2C(=O)c3[nH]nc(-c4ccc(OC)cc4)c3C2c2cccc(O)c2)cc1 (centres undefined)	1.2	17	2.2%	-9	/	-22%	6	6	10
COc1ccc(CCNC(=O)C2CC(c3ccccc3F)=NO2)cc1 (centres undefined)	-0.6	-2	-3.8%	13	/	-5%	-1	7	-14
CC(C)(C)OC(=O)N/N=C\C=C\c1ccc2c(c1)OCO2	-0.3	-5	-1.9%	-3	-5	-9%	-5	1	-20
CN(CC(=O)NCc1ccco1)CC(=O)Nc1cc(S(C)(=O)=O)ccc1Cl	-0.4	0	2.5%	13	8	/	-10	6	-28
Cc1ccc(C)c(-c2ccc(=O)n(C(C)C(=O)Nc3ccccc3C(F)(F)F)n2)c1 (centres undefined)	-0.5	-5	-1.1%	5	/	?	-2	8	3
Cc1cc(=O)n2nc(N3CCCC3C(=O)NCCCN3CC(C)CC(C)C3)sc2n1 (centres undefined)	0.4	2	1.2%	-24	-7	2%	-3	5	-26
O=C(c1ccco1)N1N=C(c2ccccc2)CC1c1ccc2nccnc2c1 (centres undefined)	0.1	5	1.4%	6	-19	-24%	-3	5	-5
CCNC(=O)CC1C(=O)N(c2cccc(OC)c2)C(=O)N1CCOC (centres undefined)	1.3	4	-0.1%	-7	-6	4%	2	1	1
CN1/C(=C\C=N\NC(=O)c2ccccc2Br)C(C)(C)c2ccccc21	-0.6	-4	0.6%	-19	-10	-7%	-4	-1	0
CCCOc1ccc(C(=O)CCN2CCCCC2)cc1	4.5	-3	0.8%	13	-17	?	-7	5	7
